Redox H2O2 prof: compounds producing H2O2 with reducing agent – biochemical, NIH compound library profiling, artefact control for MLSCN library redox annotation, primary screen | DTT-dependent redox cycling H2O2, phenol red/HRP absorbance; 100% = 100 µM peroxide control, 0% = buffer | activation, % at 10 µM | 200,000 tested, 0.03% active;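 active means activation of at least 50% relative to the plate's high and low controls in the primary single-dose screen; inactive means activation below 50%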;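 further: compound incubated with DTT at 0.8 mM final as the reducing agent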
Hsp70 activator: Hsp70 transcriptional activators, primary screen, cell-based, HeLa, Hsp70 promoter luciferase, luminescence, 10 µM. 200,000 tested, 0.04% active. activation, % at 10 µM. HeLa Hsp70 promoter luciferase reporter; scaled: vehicle 0, proteasome-inhibitor control 100%;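 active means activation above the mean across all tested compounds plus 3 SD, cutoff set per campaign, cut at about 5.5% in these data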;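 further: 100% = MG132 at 30 µM as the positive control and 0% = DMSO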
TNAP inh hiacc: human TNAP enzyme inhibitors, primary screen, biochemical, luminescent, high phosphate acceptor level, uHTS; purified TNAP, CDP-star luminescence, 1 M DEA; Alkaline phosphatase, tissue-nonspecific isozyme (Homo sapiens), P05186; 200,000 tested, 0.03% active; inhibition, % at 20 µM;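 active means over 50% inhibition of tissue-nonspecific alkaline phosphatase at 20 µM in the single-dose screen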;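 further: plate controls were DMSO wells for no effect and EDTA-quenched wells as full inhibition for full effect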
Target sequence (P05186 whole entry, looked up): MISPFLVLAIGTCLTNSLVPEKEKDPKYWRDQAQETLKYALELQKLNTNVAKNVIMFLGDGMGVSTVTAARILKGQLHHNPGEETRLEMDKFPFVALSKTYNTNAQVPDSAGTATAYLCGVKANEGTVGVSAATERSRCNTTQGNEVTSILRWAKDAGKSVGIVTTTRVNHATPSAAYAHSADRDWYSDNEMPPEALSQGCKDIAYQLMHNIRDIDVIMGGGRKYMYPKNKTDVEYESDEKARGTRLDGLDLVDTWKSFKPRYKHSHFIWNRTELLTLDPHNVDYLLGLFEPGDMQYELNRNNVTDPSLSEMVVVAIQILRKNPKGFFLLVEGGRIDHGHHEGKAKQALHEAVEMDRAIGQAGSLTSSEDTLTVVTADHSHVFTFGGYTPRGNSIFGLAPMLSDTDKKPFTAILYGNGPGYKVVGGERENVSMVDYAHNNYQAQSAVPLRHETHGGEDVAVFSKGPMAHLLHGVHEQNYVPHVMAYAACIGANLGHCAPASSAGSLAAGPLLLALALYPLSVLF
S1P3 antagonist: S1P3 receptor antagonists, primary screen, cell-based. Sphingosine 1-phosphate receptor 3 (Homo sapiens), Q99500. CHO S1P3 NFAT-BLA reporter, FRET fluorescence, antagonist mode. inhibition, % at 4.98 µM. 170,000 tested, 0.27% active;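 active means inhibition above the plate cutoff, the mean inhibition of test wells on that plate plus 3 SD, cut at about 28% in these data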;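 further: cells challenged with S1P at its EC80 of 0.8 µM; blue over green emission ratio from cleaved BLA substrate after 4 h stimulation; 0% = S1P-stimulated wells and 100% = unstimulated DMSO-only wells; some compounds past the cut are filed as inactive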
PMI act satM6P: human PMI activators, high substrate, primary screen, biochemical, fluorescence intensity, near-saturating mannose 6-phosphate; Mannose-6-phosphate isomerase (Homo sapiens), P34949; coupled PMI enzyme assay, resazurin fluorescence, 20 min; active compounds read high; 1 = untreated enzyme, 0 = substrate-free blank; activation factor at 20 µM; 190,000 tested, 0.34% active; AID 1216, 2008;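 active means activation factor of 2 or more at 20 µM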
Target sequence (P34949 whole entry, looked up): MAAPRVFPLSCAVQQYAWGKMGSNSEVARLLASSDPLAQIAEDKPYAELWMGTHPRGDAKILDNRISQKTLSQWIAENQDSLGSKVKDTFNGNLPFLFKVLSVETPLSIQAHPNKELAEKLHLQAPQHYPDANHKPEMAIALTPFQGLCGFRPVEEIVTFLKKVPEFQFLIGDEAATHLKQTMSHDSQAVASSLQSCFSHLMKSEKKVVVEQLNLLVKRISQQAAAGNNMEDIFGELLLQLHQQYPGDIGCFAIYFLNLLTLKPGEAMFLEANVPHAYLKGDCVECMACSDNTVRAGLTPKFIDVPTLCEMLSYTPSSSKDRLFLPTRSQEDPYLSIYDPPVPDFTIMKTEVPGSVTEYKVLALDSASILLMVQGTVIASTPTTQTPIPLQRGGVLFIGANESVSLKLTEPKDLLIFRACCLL
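Test system: Human PMI in coupled enzyme assay | Input: 15 ng/mL PMI | Medium: HEPES-buffered pH 7.4 with magnesium and detergent | Compound: One concentration, 20 µM, in 1% DMSO | Incubation: Enzyme reaction with compound 20 min at room temperature | Detection: Diaphorase-driven resazurin-to-resorufin fluorescence, excitation 544, emission 590 nm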
RAM inhibit: inhibitors of the yeast RAM network, primary screen, dse1pr::URA3 reporter, 5-FOA selection; S. cerevisiae dse1pr::URA3 reporter, 5-FOA growth OD615, 2 d; analog-sensitive cbk1-as2 kinase mutant strain; inhibition, % at 50 µM; 190,000 tested, 1.8% active;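 active means inhibition above a set limit, 3 SD over mean compound inhibition, cut at about 8.4% in these data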;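 further: 0% = DMSO-only wells with no growth and 100% = 10 µM 1-NA-PP1 full growth; inhibition rescues growth on 5-FOA so higher OD means more RAM inhibition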
PMI act: activators of human PMI, primary screen, biochemical, fluorescence intensity, near-Km mannose 6-phosphate. Mannose-6-phosphate isomerase (Homo sapiens), P34949. purified human PMI, coupled resazurin fluorescence, 20 min; active compounds read high; 1 = vehicle control, 0 substrate-free wells. activation factor at 20 µM. 190,000 tested, 0.005% active;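 active means activation factor of 2 or more at 20 µM, relative to plate controls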
TNAP inh no acc: human TNAP enzyme inhibitors, primary screen, biochemical, luminescent, no phosphate acceptor, uHTS. purified TNAP, CDP-star luminescence, 30 min. inhibition, % at 20 µM. 200,000 tested, 0.26% active. Alkaline phosphatase, tissue-nonspecific isozyme (Homo sapiens), P05186;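 active means tissue-nonspecific alkaline phosphatase inhibition above about 50% at 20 µM in the single-dose screen, limit read from the data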;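 further: 0% = DMSO negative control and 100% = EDTA positive control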
L major viab: Leishmania major promastigote growth inhibition, primary screen; Leishmania major promastigotes, resazurin fluorescence viability; inhibition, % at 10 µM; 200,000 tested, 9% active; in the data active means inhibition above about 50%;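 further: promastigotes grown with compound for 44 hours at 28 °C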
HMGR II inh: inhibitors of E. faecalis class II HMGR, primary screen, biochemical, Enterococcus faecalis | inhibition, % at 10 µM | HMG-CoA reductase (Enterococcus faecalis, mvaE) | purified E. faecalis HMGR, NADPH absorbance 340 nm kinetic | 190,000 tested, 0.41% active;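 active means inhibition above a set limit, the median over all tested compounds plus 3 SD, cut at about 9.5% in these data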;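 further: enzyme runs in reverse so mevalonate oxidation gives rising NADPH absorbance; 0% = complete reaction with DMSO and 100% = background rate lacking mevalonate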
An asterisk follows results filed as active; / = no result given.

SMILES	Redox H2O2 prof	Hsp70 activator	TNAP inh hiacc	S1P3 antagonist	PMI act satM6P	RAM inhibit	PMI act	TNAP inh no acc	L major viab	HMGR II inh
COC(=O)c1ccc(OS(=O)(=O)N(C)C)cc1	-1.9	-0.1	4	6	1	0.8	1	0	1	-1
COc1cc2c(c(OC)c1OC)CC(=O)N(C)CC2	-0.1	-0.2	0	-23	0.9	1.5	0.9	-7	-4	-1
Cc1cccc(NC(=O)c2ccc(NC(C)c3ccccc3)c([N+](=O)[O-])c2)n1 (stereo unspecified)	0.4	-0.1	2	-25	1.1	7.8	1	12	12	-5
Cc1cccc(-n2c(N)c(-c3nc4ccccc4n3C)c3nc4ccccc4nc32)c1	-0.5	-0.2	-5	17	1	-0.8	1	-31	50	-4
CCOC(=O)C(=O)/C(=C\N(C)C)c1onc(-c2c(Cl)cccc2Cl)c1C(=O)OC	0.5	-0.2	7	/	1.1	0.9	0.9	0	-8	-5
CCOC(=O)CCC(=O)N1CCNC(=O)C1	-0.5	-0.1	0	/	0.9	0.6	0.9	-5	-6	-8
CC(=O)Nc1ccc2nc(SCC(=O)N3CCOCC3)sc2c1	1.6	0.0	-5	9	1	0.5	1.1	-13	-2	-3
Cc1c(NC(=O)c2ccco2)cccc1C(=O)NN1C(=O)c2ccccc2C1=O	0.2	-0.1	-3	0	1	1.5	1.1	4	-1	-3
N#Cc1nc(-c2ccccc2Cl)oc1NCc1ccco1	3.0	1.1	-2	-8	0.9	0.4	0.8	-8	8	-3
Cc1c(NC(=O)c2cc(=O)[nH]c3ccccc23)c(=O)n(-c2ccccc2)n1C	2.9	-0.3	0	/	0.9	0.8	0.9	-9	4	2
CC12CCC(C(=O)N(c3ccccn3)c3ccccn3)(OC1=O)C2(C)C (stereo unspecified)	-0.3	-0.3	6	-27	1	-0.5	1	-2	-5	4
CCOC(=O)c1c(-c2ccccc2)[nH]c2ccc(O)cc12	3.1	-0.3	-9	-17	0.9	0.9	0.9	-11	14	-1
O=C(O)CCCCOn1ccnc1	-1.2	-0.3	-1	-11	1	0.2	1	1	-5	-5
O=C1OC(c2ccccc2)=N/C1=C\N1CCCCC1	3.0	0.3	-8	/	1.1	0.9	1	-10	-2	0
CN(Cc1ccccc1)S(=O)(=O)c1ccc2c(c1)n(C)c(=O)n2C	1.4	-0.1	-6	8	0.8	2.0	0.9	-14	-5	2

The list goes on, overlapping the part above by 2 compounds.
SMILES	Redox H2O2 prof	Hsp70 activator	TNAP inh hiacc	S1P3 antagonist	PMI act satM6P	RAM inhibit	PMI act	TNAP inh no acc	L major viab	HMGR II inh
O=C1OC(c2ccccc2)=N/C1=C\N1CCCCC1	3.0	0.3	-8	/	1.1	0.9	1	-10	-2	0
CN(Cc1ccccc1)S(=O)(=O)c1ccc2c(c1)n(C)c(=O)n2C	1.4	-0.1	-6	8	0.8	2.0	0.9	-14	-5	2
O=c1oc2ccccc2c(Nc2cccc3ccccc23)c1[N+](=O)[O-]	-2.7	-0.2	2	/	0.9	3.1	0.9	-3	-3	1
C/C(=N\NC(=O)c1nonc1N)c1cccs1	-0.2	-0.2	3	-15	1	1.3	1	-16	-1	-5
CCCc1[nH][nH]c(=O)c1C(c1ccc(Br)cc1)C(C#N)C#N (stereo unspecified)	0.7	-0.3	2	/	0.8	5.4	0.8	-12	50*	-4
C=CCn1cc(C(=O)N2CCc3ccccc3C2)c(=O)c2cc(S(=O)(=O)N(CC)CC)ccc21	0.6	-0.1	-1	-1	1.1	0.0	1.1	2	-3	2
CCOc1ccc2c(O)csc2c1	3.2	-0.4	-5	-40	0.9	-0.7	0.8	-20	-8	1
COc1ccc(CNC(=O)C2CCCN2CCc2ccccc2)cc1OC (stereo unspecified)	-0.9	-0.2	-1	-22	1	1.6	1	-11	6	-5
CCc1nnc(NC(=O)c2cccc(C(=O)Nc3nnc(CC)s3)n2)s1	0.8	-0.5	-2	-40	0.9	1.1	1	-175	99*	-5
COc1ccc(-n2c(SC(C)C(=O)Nc3ncc(Cl)cc3Cl)nc3ccccc32)cc1 (stereo unspecified)	-0.4	-0.5	-1	-13	0.9	3.9	1	1	23	-9
Cc1ccc(/C=N/Nc2ccc(Cl)c(C(=O)O)c2)s1	-0.9	0.4	-1	-12	1.2	2.3	1.2	5	47	-1
Cc1csc(-c2cnn(-c3ccccc3)c2NC(=O)c2cccc(C(F)(F)F)c2)n1	0.3	-0.1	10	/	0.9	-0.3	0.9	-5	27	0
Cc1ccc2cc(CN(Cc3nnnn3Cc3ccco3)CC3CCCO3)c(=O)[nH]c2c1C (stereo unspecified)	-0.2	-0.1	1	-11	1	-0.4	0.9	-4	2	3
CCOC(=O)c1c(-c2cccs2)csc1NC(=O)c1ccco1	0.8	-0.3	-4	16	1.1	1.9	1.1	-10	-5	-5
CCC(=O)N(CCC(c1ccco1)c1ccccc1OC)Cc1cccs1 (stereo unspecified)	-1.0	-0.2	-11	/	0.9	3.4	0.9	-17	13	-4
CC(C)CNC(=S)N1CCN(C(c2ccccc2)c2ccccc2)CC1	0.0	-0.4	-7	7	0.8	-0.3	0.9	-16	39	-5
COc1cc(NC(=O)COC(C)=O)c(C)cc1[N+](=O)[O-]	0.3	-0.5	5	0	1.1	-0.1	1	-6	-4	-1
N#Cc1cc2c(nc1SCc1ccc(Cl)cc1)CCCC2	1.4	0.0	1	/	1	8.7*	1	1	-3	-1
C=CCn1c(SCC(=O)Nc2cc(NC(C)=O)ccc2OC)nnc1-c1cccnc1	0.2	0.0	-1	-25	1	-0.2	1.1	-9	-3	-1
Cc1c(NS(C)(=O)=O)c(=O)n(-c2ccccc2)n1C	-0.1	-0.1	-1	-12	1.1	4.1	0.9	1	-5	-5
O=C(Nc1ccccc1)C1CCCN(C(=O)c2ccc(Cl)cc2)C1 (stereo unspecified)	-1.9	-0.3	-4	-14	1	0.8	1	-26	16	0
CCOc1cc(CNCCN(C)C)c(Cl)cc1OCC(=O)NCCc1ccccc1	0.0	-0.1	-3	/	1	-0.5	1	-11	99*	-6
CCS(=O)(=O)N1CCC(C(=O)NCCc2ccc(C)cc2)CC1	2.1	0.7	-1	-34	1	1.1	0.9	-8	-2	-1
CC(=O)Oc1ccc(/C=N/NC(=S)Nc2ccccc2)cc1	-0.6	-0.1	-1	-7	1	2.5	0.9	3	29	-2
Cc1ccc(C)c(NC(=S)NNC(=O)c2csc(C)c2C)c1	-0.1	0.0	-1	9	1.1	2.1	1.1	-114	-1	0
COc1ccc(C(CC(=O)NCc2ccccc2)Sc2n[nH]c(-c3ccccc3)n2)cc1 (stereo unspecified)	0.0	-0.3	-3	-17	1.1	4.0	0.9	-2	-3	0
S=C(NCc1ccccc1)Nc1ccc(Cl)cc1	-0.1	-0.3	-4	5	1	0.3	0.9	-11	14	-6
O=C1CC(c2ccsc2)c2cc3c(cc2N1)OCCO3 (stereo unspecified)	-2.0	-0.3	0	2	0.9	0.7	1	-10	-10	0
Cc1ccccc1OCc1nc2ccc(S(=O)(=O)N3CCOCC3)cc2[nH]1	0.1	0.2	-5	/	1.1	4.2	0.7	-13	27	1
COC(=O)C1C(=O)C2=C(CC1C)NC(=O)CC2c1ccc(O)c(OC)c1 (stereo unspecified)	3.1	-0.5	0	6	0.8	1.3	0.9	-3	-4	-4
CN(C(=O)Nc1ccc(Cl)cc1)c1c2c(nn1C)CCCC2	9.6	-0.2	-5	/	1	-0.5	1.1	0	0	-1
COc1ccc(C2CC(C(F)(F)F)n3nc(C(=O)Nc4ccc5c(c4)OCO5)cc3N2)cc1 (stereo unspecified)	-0.1	-0.6	-3	0	1	4.5	1	-7	18	-1
CCOc1c(Br)cc(/C=N\NC(=O)c2ccccc2)cc1OC	-0.2	0.1	-5	-11	0.8	2.9	0.9	-7	46	6
Cc1cccc2cc(COC(=O)c3ccccn3)c(=O)[nH]c12	-0.3	-0.1	-9	-37	1	1.8	0.9	-15	3	-1
CC(C)(C)NC(=O)CCN(/N=C/c1ccc([N+](=O)[O-])o1)C1=NS(=O)(=O)c2ccccc21	-0.6	-0.1	12	-9	0.8	4.9	0.9	-8	99*	-1
CCOC1=NN(c2ncc(C(F)(F)F)cc2Cl)C(=O)/C1=C/N(C)C	-0.8	-0.3	0	-16	1	-1.1	0.9	9	-4	-11
CCCCN(C)C(=O)c1oc2ccc(S(=O)(=O)N3CCCCCC3)cc2c1C	0.8	0.1	6	17	1.1	9.8*	1.1	-4	43	-2
CC1CCc2sc3c(c2C1)c1ncnn1c(=O)n3CC(=O)c1ccc(Br)cc1 (stereo unspecified)	2.5	-0.1	/	-17	/	/	/	/	-2	/
CCN(CC)S(=O)(=O)c1cc(NC(=O)CNc2c(C)n(C)n(-c3ccccc3)c2=O)ccc1C	-2.0	0.1	-2	-11	1	0.1	1	-2	-9	-1
O=C(CSc1n[nH]c(=O)[nH]c1=O)NC1CC1	-1.1	-0.6	-2	-16	1	0.4	1.1	0	-4	-6
COc1ccc(C2C3=C(CC(C)(C)CC3=O)Oc3ncn(Cc4ccco4)c(=N)c32)cc1 (stereo unspecified)	-0.2	-0.3	-6	-3	1	0.7	1	-14	1	-1
C/C(=N\NS(=O)(=O)c1ccccc1)c1ccc2c(c1)OCO2	-0.1	-0.3	-4	-24	1	1.4	1	-4	-2	7
C=CCCCCCCCCc1nc(=S)[nH][nH]1	0.1	1.6	0	/	0.9	1.4	0.9	-114	53*	2
CSC1=NC(NCCCO)c2c(sc3c2CC(C)(C)OC3)N1 (stereo unspecified)	-1.6	0.1	-4	26	1.1	-0.1	1	-9	4	-4
CCc1cccc(CC)c1NC(=O)COC(=O)c1cccc(S(=O)(=O)N2CCc3ccccc3C2)c1	-0.1	0.1	-4	10	0.9	4.2	0.9	-9	-6	-1
CCCCNS(=O)(=O)c1ccc(S(=O)(=O)n2cnc3ccccc32)cc1	-0.6	0.1	2	/	1.3	1.2	1.3	-5	-3	-4
CCOC(=O)Cc1[nH]nc2c1C(c1ccoc1)C(C#N)=C(N)O2 (stereo unspecified)	2.6	1.0	6	19	0.8	1.4	0.8	0	8	1
CCc1ccc(C2=NN(CCC(=O)NCc3cccs3)C(=O)CC2)cc1	2.5	-0.3	1	-35	0.9	0.2	0.9	-4	-1	-1
